Screening results from PubChem.
HIF act: HIF pathway transcriptional activators, primary screen, cell-based, U2OS HRE-luciferase, luminescence; U2OS HRE-luciferase reporter; normalized: DMSO 0%, desferrioxamine 100%; activation, % at 7.5 µM (by protocol); hit rate 0.32% among 300,000;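 active means mean activation of at least 10% of the iron chelator positive control signal, with at least half of replicates also reaching 10%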
HSF1 inhib: HSF1 inhibitors in luciferase reporter cells, primary screen, cell-based, NIH3T3, luminescence | hit rate 0.77% among 300,000 | AID 2098, 2009 | NIH3T3-HGL HSE-luciferase, MG132-induced, luminescence 8 h; active compounds read low | activity change, negative = inhibition, % at 7.5 µM (by protocol);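 active means more than half of replicate wells show activity change below -50%, luminescence cut by over half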;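 further: luciferase reports HSF-1 transcriptional activity via heat shock element; 0% = median of DMSO wells and -100% = zero luminescence signal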
KLF5 inh: KLF5 expression inhibitors, primary screen, DLD-1 cells, luminescence. inhibition, % at 5 µM. hit rate 0.23% among 290,000. DLD-1 KLF5 promoter-luciferase reporter;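 active means inhibition above a per-plate limit of that plate's mean compound inhibition plus 3 SD, cut at about 60% in these data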;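 further: 0% = DMSO wells and 100% = LY294002 at 200 µM; higher means less KLF5 promoter-driven luciferase light; inactives centre near -14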
Platelet DG rel: inhibitors of platelet dense granule secretion, primary screen, cell-based, MLPCN, human platelets | AID 1663, 2009 | human platelet-rich plasma, SFLLRN dense granule ATP release, luminescence | hit rate 0.22% among 300,000 | inhibition, %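 (compounds screened at 7.5 µM in platelet-rich plasma)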;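 active means mean replicate score, as percent of positive control, at or above 50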
IEC-6 cytotox: cytotoxicity in IEC-6 intestinal epithelial cells, primary screen, cytotoxicity control for KLF5 inhibitor project, cell-based, luminescence. hit rate 0.78% among 290,000. inhibition, % at 5 µM. IEC-6 cytotoxicity, luminescence viability; in the data active means inhibition above about 22%;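 further: 0% = plate median of test compound wells and 100% = cytotoxic reference compound wells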
HDAC3 inhib: HDAC3 deacetylase inhibitors, primary screen, biochemical, fluorescence, cell-free homogeneous | Histone deacetylase 3 (Homo sapiens), O15379 | inhibition, % at 8.3 µM | hit rate 0.15% among 320,000 | recombinant HDAC3, fluorogenic peptide/trypsin coupled; in the data active means inhibition above about 26%, passing the limit was not always enough
Target sequence (O15379 whole entry, looked up): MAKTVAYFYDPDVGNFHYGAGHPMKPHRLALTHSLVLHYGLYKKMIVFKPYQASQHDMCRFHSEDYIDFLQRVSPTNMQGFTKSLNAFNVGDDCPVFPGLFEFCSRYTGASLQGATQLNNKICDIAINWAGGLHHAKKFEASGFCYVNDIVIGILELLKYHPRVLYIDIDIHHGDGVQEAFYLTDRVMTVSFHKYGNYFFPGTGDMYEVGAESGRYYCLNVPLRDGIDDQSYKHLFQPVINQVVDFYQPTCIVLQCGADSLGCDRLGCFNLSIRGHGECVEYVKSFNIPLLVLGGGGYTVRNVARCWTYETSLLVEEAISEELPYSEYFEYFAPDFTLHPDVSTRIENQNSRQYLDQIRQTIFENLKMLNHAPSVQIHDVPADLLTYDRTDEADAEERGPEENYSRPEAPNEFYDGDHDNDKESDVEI
HSF1 activator: HSF-1 activators, primary screen, NIH3T3-HGL cells, MG132 stress, luminescence, single point | activation, % at 9 µM | NIH3T3-HGL HSF-1 luciferase reporter, 8 h; 100% = twice DMSO control signal | hit rate 1.7% among 300,000 | AID 504408, 2011;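 active means mean replicate activation of at least 50% with a set share of replicates each reaching 50%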;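 further: 0% = median of the neutral control wells and 100% = twice that signal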
HSP90 refold inh: HSP90 inhibitors, primary screen, cell lysate, luminescence. Rabbit reticulocyte lysate, luciferase refolding luminescence, 3 h. hit rate 0.91% among 290,000. AID 1789, 2009. Heat shock protein HSP 90 (rabbit reticulocyte lysate; luciferase refolding). inhibition, % at 5.6 µM;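 active means inhibition above the screen-wide mean plus 3 SD, computed separately per campaign, cut at about 16% in these data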;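 further: 0% = DMSO wells and 100% = 60 µM geldanamycin wells; inhibitors lower the luminescence because luciferase stays unfolded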
AI-2 QS mod: Vibrio harveyi AI-2 quorum sensing modulators, primary screen, JMH597 strain, luminescence/OD600 ratio | Vibrio harveyi JMH597 AI-2 luminescence/OD600 ratio, 9 h; active compounds read low; strain lacks LuxN and CqsS sensors; 0 = neutral-control median | activity change, % at 7.5 µM | hit rate 0.4% among 300,000 | AID 2094, 2009; in the data active means activity change below about -75%, passing the limit was not always enough;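 further: luminescence divided by OD600 gain over 9 h not by final OD600 alone; inactives centre near 13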
aSyn 5UTR inh: MLPCN primary screen, SNCA 5' untranslated region. inhibition, % (tested at 7.5 µM). hit rate 0.82% among 300,000. alpha-synuclein 5'UTR reporter, inhibitor activity; in the data active means inhibition above about 60%;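 further: H4 neuroglioblastoma cells stably carrying SNCA 5'UTR luciferase fusion; 0% = DMSO wells and 100% = positive control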
Active calls of the source: *; nt = not tested or not shown. The order is random; 5% or so of the library scored in one or more.

SMILES	HIF act	HSF1 inhib	KLF5 inh	Platelet DG rel	IEC-6 cytotox	HDAC3 inhib	HSF1 activator	HSP90 refold inh	AI-2 QS mod	aSyn 5UTR inh
COc1cc(-c2noc(C)c2C#Cc2nccn2C)cc(OC)c1OC	1.1	2	28	3	16	-3	5	-8	29	-8
CC(C)OCC(O)CN (stereo not drawn)	1.7	-10	-19	-2	-14	2	12	0	19	-3
Cc1ccc(S(=O)(=O)NNC(=O)c2cccnc2)cc1	-0.4	-6	-22	-8	-6	4	3	-2	-1	17
COc1cccc(-c2cc(C(=O)Nc3nc4ccccc4s3)c3ccccc3n2)c1	0.1	-11	0	0	-1	-1	0	1	23	-35
COc1cc(OC)c(/C=N/NC(N)=S)cc1Br	-0.3	-1	-3	6	3	-6	-9	3	7	20
CC1(C)c2ssc(=S)c2-c2ccccc2N1C(=O)CSC1=NCCS1	-0.4	0	-6	-1	3	8	7	1	6	4
C/C(=N/NC(=O)c1cc(C(C)C)[nH]n1)c1cccs1	0.5	17	-124	12	3	6	4	6	19	-4
CSCC[C@H](NC(=O)Nc1ccccc1C)C(=O)O	0.2	0	-19	0	-4	1	8	-5	10	-14
CCn1c(SCC(=O)Nc2ccc3c(c2)OCO3)nc2c(c1=O)SC(C)C2 (stereo not drawn)	0.0	1	11	-19	5	7	-3	1	9	20
CCN(c1ccccc1)S(=O)(=O)c1cccc(C(=O)NCc2ccccn2)c1	-0.2	-13	nt	-1	nt	-3	-2	nt	44	-4
COc1cc2c(cc1NC(=O)COC(=O)[C@@H](NS(=O)(=O)c1ccccc1)C(C)C)oc1ccccc12	0.9	32	9	-12	2	8	90*	-3	2	-56
COc1ccc(-c2nn[nH]n2)cc1OC	-0.4	-4	-2	3	3	-4	-7	1	11	17
Cc1ccc(NC(=O)CSc2nccn2Cc2ccco2)cc1	2.2	7	-117	-3	-7	nt	33	-2	20	-85
O=C(/C=C/c1ccc(Cl)cc1)NC(=S)Nc1ccc(NC(=O)c2ccco2)cc1	0.8	32	-17	-14	-2	0	64*	0	15	-41
Cc1ccc(C)c(S(=O)(=O)Nc2ccc(O)c3ccccc23)c1	-1.7	10	-46	-2	-6	5	14	0	15	3
O=C(NCCCN1CCOCC1)c1ccc(NS(=O)(=O)c2cccc([N+](=O)[O-])c2)cc1	0.9	0	-23	-3	10	-8	26	0	13	4
Cc1ccc(C(=O)C2=C(O)C(=O)N(CCCN(C)C)C23C(=O)N(C)c2ccccc23)o1 (stereo not drawn)	0.0	6	nt	-4	nt	5	31	nt	44	0
CC1CCCCN1C(=O)Cn1nnc(-c2cccnc2)n1 (stereo not drawn)	0.1	-5	-2	8	-2	-3	3	-2	19	-9
Cc1cc(NC(=O)c2cc(CC(C)C)on2)n(-c2ccccc2)n1	0.1	-2	-13	-2	0	-2	5	1	13	-19
O=C(O)c1ccc(-n2nc(-c3ccccc3)c3ccccc3c2=O)cc1	-0.4	0	-22	-19	-4	5	0	-2	32	30
COc1ccc(OCC(O)CN2CCc3ccccc3C2)cc1 (stereo not drawn)	0.0	-3	-25	3	2	8	22	-2	16	26
C=CCC1Cc2c(Br)cccc2C(CC=C)N1 (stereo not drawn)	-1.4	3	2	-2	0	7	-1	5	-20	13
O=C(c1cc(-c2ccc(Cl)c(Cl)c2)on1)N1CCN(c2ccccc2)CC1	0.6	17	-15	-4	2	0	22	-3	37	-36
CCOC(=O)CCn1c(=O)c2c(nc(Br)n2Cc2ccccc2)n(C)c1=O	0.4	6	-14	-12	-2	-4	15	-3	38	-2
Cc1cnc(C(=O)Nc2ccc(S(=O)(=O)NCC(C)C)cc2)cn1	0.2	-30	-8	0	-7	-8	-44	-4	34	1

Full records as entered above.
`O=C(/C=C/c1ccc(Cl)cc1)NC(=S)Nc1ccc(NC(=O)c2ccco2)cc1` as listed: HIF act: 0.8; HSF1 inhib: 32; KLF5 inh: -17; Platelet DG rel: -14; IEC-6 cytotox: -2; HDAC3 inhib: 0; HSF1 activator: 64*; HSP90 refold inh: 0; AI-2 QS mod: 15; aSyn 5UTR inh: -41
`Cc1ccc(S(=O)(=O)NNC(=O)c2cccnc2)cc1` as listed: HIF act: -0.4; HSF1 inhib: -6; KLF5 inh: -22; Platelet DG rel: -8; IEC-6 cytotox: -6; HDAC3 inhib: 4; HSF1 activator: 3; HSP90 refold inh: -2; AI-2 QS mod: -1; aSyn 5UTR inh: 17
`COc1ccc(OCC(O)CN2CCc3ccccc3C2)cc1` (stereo not drawn) as listed: HIF act: 0.0; HSF1 inhib: -3; KLF5 inh: -25; Platelet DG rel: 3; IEC-6 cytotox: 2; HDAC3 inhib: 8; HSF1 activator: 22; HSP90 refold inh: -2; AI-2 QS mod: 16; aSyn 5UTR inh: 26

Already shown: three of the compounds above.
SMILES	HIF act	HSF1 inhib	KLF5 inh	Platelet DG rel	IEC-6 cytotox	HDAC3 inhib	HSF1 activator	HSP90 refold inh	AI-2 QS mod	aSyn 5UTR inh
O=C(c1cc(-c2ccc(Cl)c(Cl)c2)on1)N1CCN(c2ccccc2)CC1	0.6	17	-15	-4	2	0	22	-3	37	-36
CCOC(=O)CCn1c(=O)c2c(nc(Br)n2Cc2ccccc2)n(C)c1=O	0.4	6	-14	-12	-2	-4	15	-3	38	-2
Cc1cnc(C(=O)Nc2ccc(S(=O)(=O)NCC(C)C)cc2)cn1	0.2	-30	-8	0	-7	-8	-44	-4	34	1

(list continues)
SMILES	HIF act	HSF1 inhib	KLF5 inh	Platelet DG rel	IEC-6 cytotox	HDAC3 inhib	HSF1 activator	HSP90 refold inh	AI-2 QS mod	aSyn 5UTR inh
CO/N=C/NC(=O)c1c(OC)ccnc1Oc1ccccc1	-0.3	-7	-4	13	-4	-11	-2	-1	15	16
C/C=C(/C)C(=O)O[C@@H]1[C@H](OC(=O)C=C(C)C)c2c(ccc3ccc(=O)oc23)OC1(C)C	0.8	8	-1	-2	0	4	16	1	2	-1
COc1cc(C(C)=O)ccc1COc1ccc(C(=O)OCC(=O)NC(C)(C)C)cc1OC	0.4	-3	-21	-6	7	1	2	1	24	16
CC1=CC(c2ccccc2)n2nc(NC(=O)CCCC(=O)O)nc2N1 (stereo not drawn)	-0.9	-4	-12	1	0	-55	-5	-2	28	-2
O=C(COc1ncnc2cc([N+](=O)[O-])ccc12)NC(=O)NC1CCCCC1	-0.1	-2	-14	-8	8	-3	1	4	26	9
O=C(CN1CCN(c2ccccn2)CC1)NC1CCCC1	-1.3	3	29	1	1	-3	37	-1	17	-2
Cc1cc(NC(=O)C2CCCN(S(=O)(=O)c3c(C)noc3C)C2)n[nH]1 (stereo not drawn)	0.0	0	-15	-4	-2	0	10	-3	12	11
C=CCn1c(=O)c2ccccc2n2c(SCC(N)=O)nnc12	-0.2	0	-20	0	0	4	1	0	23	-13
CSc1ccc(Cn2nnc(C(=O)NCc3ccccc3)c2N)cc1	0.7	8	-32	-5	2	-1	4	0	-35	-2
O=C(Nc1nnc(SCC(=O)N2CCCCC2)s1)c1ccc(F)cc1F	0.2	6	-2	2	0	-4	27	51*	30	-26
COc1ccc(N=Nc2nc(-c3ccccc3)c(-c3ccccc3)[nH]2)cc1	0.1	3	-2	-1	2	nt	25	-2	35	-23
COC(=O)c1ccc(-n2c(C)cc(/C=N/n3cnnc3)c2C)cc1	-0.3	-7	-33	37	-1	-3	-5	5	-9	14
CCCCN1C(=O)NC(NC(=O)c2ccco2)(C(F)(F)F)C1=O (stereo not drawn)	-0.1	-13	-7	-2	-4	-8	-8	1	-1	5
CC(=O)O/N=C(\N)Cc1ccc(-c2csnn2)cc1	-0.2	-5	-7	3	0	-8	0	2	25	-19
Cc1ccccc1NC(=O)Cc1nc(CCl)cs1	-0.1	1	-6	-33	6	-5	32	2	16	-10
Cn1c(/N=C/c2c(O)ccc3ccccc23)nc2ccccc21	0.1	-1	-12	15	-2	1	-3	2	47	34
COc1ccc(/C=C(/NC(=O)c2ccc(OC)c(OC)c2)C(=O)NCCCn2ccnc2)cc1	-0.3	-5	-1	4	-1	4	-1	-2	24	-13
Cc1cccc(OCC(=O)OC(C)C(=O)Nc2ccc(Cl)cn2)c1 (stereo not drawn)	0.2	-3	nt	-2	nt	0	6	nt	25	10
Cc1ccc(NC(=O)CN(C)c2ccc(S(=O)(=O)N3CCCC3)cn2)cc1	-1.1	1	8	7	-3	5	-15	0	8	27
C=C(C)Cn1c(-c2cccc([N+](=O)[O-])c2)n[nH]c1=S	1.2	1	-20	3	3	13	-3	1	14	31
COCCNC(=O)c1ccc2c(=O)n(CCCN3CCCC3=O)c(=S)[nH]c2c1	-0.6	7	-23	-1	-1	11	9	-3	-4	-20
COc1ccc2cc(C3(C)NC(=O)N(CC(=O)NCc4ccco4)C3=O)ccc2c1 (stereo not drawn)	-0.3	7	-12	5	-1	2	27	-2	-40	0
CSc1nc(Sc2ccccc2)c2ccccc2n1	-0.1	4	11	0	1	-1	15	1	15	-5
Cc1cc(C)n(CCOc2ccc(Br)cc2)n1	-2.9	3	-27	-2	2	0	18	0	2	-15
Cc1ccc(S(=O)(=O)NCCc2cccs2)cc1	-0.3	-5	-25	-2	-6	0	-10	6	6	-7

3 structures already listed, ordered by heavy-atom count, ascending:
SMILES	HIF act	HSF1 inhib	KLF5 inh	Platelet DG rel	IEC-6 cytotox	HDAC3 inhib	HSF1 activator	HSP90 refold inh	AI-2 QS mod	aSyn 5UTR inh
CSc1nc(Sc2ccccc2)c2ccccc2n1	-0.1	4	11	0	1	-1	15	1	15	-5
Cc1cc(NC(=O)C2CCCN(S(=O)(=O)c3c(C)noc3C)C2)n[nH]1 (stereo not drawn)	0.0	0	-15	-4	-2	0	10	-3	12	11
C/C=C(/C)C(=O)O[C@@H]1[C@H](OC(=O)C=C(C)C)c2c(ccc3ccc(=O)oc23)OC1(C)C	0.8	8	-1	-2	0	4	16	1	2	-1

(more compounds)
SMILES	HIF act	HSF1 inhib	KLF5 inh	Platelet DG rel	IEC-6 cytotox	HDAC3 inhib	HSF1 activator	HSP90 refold inh	AI-2 QS mod	aSyn 5UTR inh
CCN(CC)C(=O)CCn1nc(-c2ccc(C)cc2)c2ccccc2c1=O	-18	0	-26	-11	1	1	3	-3	-2	22
COc1ccc(N(CC(=O)NCCc2cccc(C)c2)S(=O)(=O)c2c(C)noc2C)cc1	0.4	9	-4	-3	12	-5	11	9	3	-3
COC(=O)c1ccc(/C=N/OCC(=O)NCc2ccc(F)cc2)cc1	-0.1	1	-9	0	1	0	-4	5	3	2
c1ccc(-n2c(SCc3ccncc3)nnc2-c2ccco2)cc1	0.0	-2	-7	0	-5	-4	-1	-3	11	25
Cc1nc(Nc2ccc3c(c2)OCCO3)c2oc3ccccc3c2n1	1.0	0	-43	-3	20	7	0	-1	16	-26
Cc1cc(NC(=O)CSc2ccc(F)cc2)no1	0.0	-5	2	-1	4	-4	2	3	13	-40
